TDP-43 yeast inh: TDP-43 toxicity inhibition in yeast | TDP-43 expressing yeast growth rescue, BacTiter-Glo, 24 h | Potency, µM (top dose mostly 46.1 µM), without a hit: at the highest dose growth rescue (activation), most hits filed as activators | actives 1.8% (n = 410,000); note: potency is the fitted concentration of half-maximal effect; % of control where 0% means no effect; nearly all actives have a fitted effect of over 50% in size
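Luminescence from BacTiter-Glo reports growth of TDP-43-expressing yeast after 24 hr at 30 deg C with compound. Cells were raffinose-pregrown to mid-log, then seeded in galactose medium at OD600=0.02.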
aSyn yeast inh: alpha-synuclein toxicity inhibition in yeast; actives 0.14% (n = 370,000); Potency, µM (doses to about 46.1 µM), inactives show at the highest dose growth rescue (activation), hits mostly activators; Yeast expressing alpha-synuclein, growth rescue, BacTiter-Glo, 24 h; note: potency is the fitted concentration of half-maximal effect; % of control where 0% means no effect; nearly all actives have a fitted effect of over 65% in size
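Screening used galactose-induced yeast with toxic alpha-synuclein levels, exposed to compound for 24 hr at 30 deg C. Cell growth, read with BacTiter-Glo luminescence, gave the measured signal.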
EPAC2 antag: blocks human EPAC2 exchange factor | Q8WZA2 | EPAC2 GEF exchange of Rap1B-BODIPY-GDP, fluorescence | Potency, µM (top dose mostly 114 µM), for inactives: at the top dose activity, negative = inhibition, hits mostly inhibitors | actives 0.18% (n = 360,000) | AID 720708; note: potency is the fitted concentration of half-maximal effect; % is set by controls: 0 for no effect and ±100 for the full control effect; nearly all actives have a fitted effect of over 45% in size; many of its hits are not listed in these tables
FUS yeast rescue: suppressors of FUS proteinopathy in yeast; S. cerevisiae FUS-expressing, growth rescue, OD600, 24 h; Potency, µM (top dose mostly 76.6 µM), for inactives: top-dose growth rescue (activation), most hits filed as activators; actives 0.24% (n = 390,000); AID 1347120;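 note: potency is the fitted concentration of half-maximal effect; plate controls were DMSO vehicle for no effect and reference control for full effect; nearly all actives have a fitted effect of over 55% in size; some results filed as inactive show a strong effect at the top dose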
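Quantitative HTS measuring growth restoration of FUS-toxic yeast. Galactose-induced cells (OD 0.005) were exposed 24hr at 30C to compounds at several concentrations, then absorbance at 600 nm was recorded.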
DRD3 agonist: activates the human D3 dopamine receptor. P35462. actives 0.58% (n = 410,000). D3R DiscoveRx beta-arrestin cells, luminescence, 90 min. max activation, %. AID 652048; in the data active = max activation above about 30%; note: 0% is about no effect; mostly tested at two doses, the higher about 12 µM
Target sequence (P35462 whole entry, looked up): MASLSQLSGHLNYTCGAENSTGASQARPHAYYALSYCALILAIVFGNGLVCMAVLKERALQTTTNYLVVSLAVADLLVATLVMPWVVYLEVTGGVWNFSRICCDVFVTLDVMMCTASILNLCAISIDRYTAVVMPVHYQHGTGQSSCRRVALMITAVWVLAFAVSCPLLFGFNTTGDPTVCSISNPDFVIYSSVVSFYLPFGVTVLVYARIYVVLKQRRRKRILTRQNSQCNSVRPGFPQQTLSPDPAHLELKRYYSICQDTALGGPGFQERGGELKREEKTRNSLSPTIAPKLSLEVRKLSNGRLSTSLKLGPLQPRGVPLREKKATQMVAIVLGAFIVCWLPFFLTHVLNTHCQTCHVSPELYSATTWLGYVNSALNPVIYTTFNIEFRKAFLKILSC
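Agonist-mode cell screen: cells plated at 1500/well and incubated overnight at 37 °C, then exposed to library compounds for 90 min at 37 °C. Detection reagent was added for 30–60 min at room temperature, and luminescence was read.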
DRD3 antagonist: blocks the human D3 dopamine receptor; AID 652054; actives 2.5% (n = 360,000); max response, negative = inhibition, %; D3R cells, DiscoveRx beta-arrestin luminescence, antagonist mode; active compounds read low; P35462; in the data active = max response below about -50%; inconclusive = no clear call, values can overlap the other calls; note: % is set by controls: 0 for no effect and ±100 for the full control effect; mostly tested at two doses, the higher about 12 µM
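Cells plated overnight at 1500 cells/well, then exposed to library compounds with dopamine controls for 90 minutes at 37 degrees C. DiscoveRx reagent added for 30–60 minutes at room temperature; luminescence read, quantitative HTS format.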
Abeta yeast res: compounds reversing amyloid beta toxicity in yeast | actives 0.063% (n = 410,000) | yeast expressing A-beta42, growth rescue, OD600, 48 h; response scale: 0% DMSO, 100% iron-clioquinol control | Potency, µM (top dose mostly 46.1 µM), for the others: at the top dose growth rescue, actives largely listed as activators; note: potency is the fitted concentration of half-maximal effect; nearly all actives have a fitted effect of over 55% in size
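Yeast growth medium received pinned compounds, then yeast cells expressing toxic A-beta were added; plates incubated at 30 C for 48 hr. Growth read as absorbance at 600 nm, normalized to DMSO and equimolar FeCl3 plus clioquinol controls.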
EPAC2 ag: EPAC2 (human) agonism. Q8WZA2. EPAC2 activation, biochemical qHTS; response scale: 100% = 6.5 mM cAMP response. Potency, µM (top dose mostly 154 µM), inactives show at the highest dose activation, hits mostly activators. actives 0.079% (n = 360,000). AID 720711; note: potency is the fitted concentration of half-maximal effect; nearly all actives have a fitted effect of over 50% in size
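Compounds were added across a concentration range to EPAC2 (100 nM), RAP1B-BODIPY-GDP (250 nM) and GDP (50 uM). After 5 min at room temperature, fluorescence was recorded at 5-min intervals for 30 min.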
* = called active by the depositor; ? = inconclusive; · = not tested or not shown; & = joins results of further samples; [ ] = another dose, or the depositor's remark. Unless noted, calls come from the whole dose curve; as a rule, active = well fitted curve in the direction sought with a large enough effect; inconclusive = small, poorly fitted or top-dose-only effect, or another doubt; inactive = no such curve, though single readings can be large; an effect the other way counts as inactive or inconclusive.

SMILES	TDP-43 yeast inh	aSyn yeast inh	EPAC2 antag	FUS yeast rescue	DRD3 agonist	DRD3 antagonist	Abeta yeast res	EPAC2 ag
Cc1onc(-c2ccccc2Cl)c1C(=O)N/N=C(\N)COc1ccc(Cl)cc1	-9%	-2%	15%	·	2	-21	19%	-11%
Cc1ccc(NC(=O)c2cc(S(=O)(=O)N3CCOCC3)c(Br)s2)cc1	?	10%	-10%	·	2	-20	10%	6%
O=C(NCc1cccnc1)c1cc(C(=O)NCc2cccnc2)cc([N+](=O)[O-])c1	13%	-4%	2%	-14%	2	9	4%	13%
CCOc1ccc(NC(=O)c2cc3cc(C)ccc3n2C)cc1	2%[9.22 µM]	·	·	-17%	16	·	13%	·
COc1ccccc1NC(=O)Cc1ccsc1	-10%	2%	2%	12%	-11	-5	-1%	1%
COC(=O)Cc1csc(Nc2ccccc2)n1	10%	-11%	14%	·	7	-3	-7%	4%
O=C(N/N=C/c1cccc([N+](=O)[O-])c1)c1ccc2nc[nH]c2c1	1%	-3%	2%	15%	-8	?	-10%	-9%
COCc1nnc(NC(=O)CC(C)C)s1	0%	1%	5%	-8%	2	-15	6%	-8%
CCc1ccc(-c2cc(C)no2)cc1S(=O)(=O)N1CCOc2ccccc21	11%	5%	?	16%	-5	-11	-17%	20%
CCc1ccc(NS(=O)(=O)c2ccc3[nH]cc(C(=O)NC4CCCC4)c(=O)c3c2)cc1	11%	·	·	28µM*	-2	·	0%	·
CCc1ccc(NC(=O)/C(C#N)=C\c2ccc(OC)c(C(=O)O)c2)cc1	3%	-2%	2%	4%	2	5	-9%	7%
CCn1c(CSc2nc(C)cc(C)n2)nnc1SCC(N)=O	-17%	2%	5%	-13%	9	1	-2%	12%
CC(C)NC(=O)CN(c1cccc([N+](=O)[O-])c1)S(=O)(=O)c1ccccc1	-8%	0%	5%	2%	3	0	-21%	8%
COc1ccc(Oc2nccc(-c3ccc(Cl)cc3)n2)cc1	-4%	9%	-2%	-16%	2	-7	10%	-84%[inhibitor][15.6 µM]
Cn1cc(P(=S)(N2CCOCC2)N2CCOCC2)cc1P(=S)(N1CCOCC1)N1CCOCC1	-6%[0.397 µM]	2%	-7%	28%	-1	-6	-3%	5%
NC(N)=NC1=NC(=O)C(Cc2ccccc2)S1 (stereo unspecified)	5%	3%	-13%	-21%	0	14	1%	9%
C/C(CC(=O)Nc1ccc(C)c(Cl)c1)=N\NC(=O)Cc1cnc(N)s1	3%	23%	3%	11%	-2	-14	7%	-1%
COc1ccc(NC(=O)Cn2nnc(C(=O)NCCc3ccccc3)c2N)cc1	-3%&7%	1%	3%[57.1 µM]	-24%&25%	-1&7	-29	-4%&-7%	3%
O=C(c1ccc([N+](=O)[O-])cc1Cl)N1CCN(c2ccccn2)CC1	-6%	-3%	1%	-4%	-1	-4	-5%	11%
Cc1ccc(S(=O)(=O)Cn2nnnc2C(C)N2CCN(C(=O)c3ccco3)CC2)cc1 (stereo unspecified)	4%	1%	-3%	5%	0	9	17%	6%
COc1ccc(N/N=C(/C(C)=O)N2CCCc3ccccc32)cc1	20µM*	-3%	-1%	16%	-3	-16	8%	10%
O=C(NCc1ccc(F)cc1)c1ccc(NC(=O)N2CC3CCCN3c3ccccc32)cc1 (stereo unspecified)	16%	·	·	?	-6	·	-17%	·
CSCC[C@@H](C(=O)Nc1cccc(F)c1)N1Cc2ccccc2C1=O	6%	·	·	-2%	7	·	15%	·
Cc1cccc(OCC(=O)NNC(=O)c2ccc3nc[nH]c3c2)c1	-18%	4%	7%	7%	2	12	1%	5%
Cc1ccc(Cn2c(=N)n(CC(=O)c3ccccc3)c3ccccc32)cc1	20%	4%	9%	45%	-6	8	13%	9%

Next section
SMILES	TDP-43 yeast inh	aSyn yeast inh	EPAC2 antag	FUS yeast rescue	DRD3 agonist	DRD3 antagonist	Abeta yeast res	EPAC2 ag
CC(C)Cn1nc(C(=O)Nc2nnc(C3CC3)s2)c2ccccc2c1=O	?	-14%	1%	18%	-3	2	1%	9%
CCOC(=O)/C(C#N)=C1/C=CN(Cc2ccccc2)C=N1	6%	-2%	-3%	10%	-3	14	9%	-6%
COc1ccccc1C/C(N)=N/OC(=O)COc1cccc(C)c1C	?	1%	0%	-6%	-13	?	1%	2%
O=C(CO/N=C/c1ccccc1OC(F)F)NCc1ccco1	23%	7%	-11%	-9%	-1	7	-8%	-14%
COc1ccc(S(=O)(=O)N(Cc2cc3cc(C)ccc3[nH]c2=O)CC2CCCO2)cc1 (stereo unspecified)	-12%	-3%	0%	21%	11	25	17%	1%
Cc1cc(C)nc(SCc2ccc(C(=O)N/N=C/c3ccccn3)cc2)n1	14%[9.22 µM]	11%	3%	28%	3	-6	0%	3%
COc1ccc(C(C(=O)NC2CCCCC2)N(C(=O)Cc2c[nH]c3ccccc23)c2ccc(NC(C)=O)cc2)cc1OC (stereo unspecified)	12%	10%	0%	?	-4	-6	23%	-1%
Cc1cccc(C)c1NC(=O)CSc1nnc(-c2ccoc2C)n1CCc1ccccc1	4%	-1%	7%	13%	1	-5	18%	-5%
CC(NC(=O)/C(=C\c1ccco1)NC(=O)c1ccccc1Br)C(=O)O (stereo unspecified)	-15%	-7%	7%	17%	-3	-12	-1%	8%
O=C(COC(=O)c1ccccc1)Nc1ncc([N+](=O)[O-])s1	16%	-2%	-4%	10%	3	11	0%	9%
O=C(C[n+]1ccccc1)N/N=C/c1cc(Br)cc(Br)c1O	?	-26%	-1%	16%	-45	-165*	-63%[inhibitor]	9%
Cc1cc(F)ccc1S(=O)(=O)NCC(c1ccc2c(c1)OCO2)N1CCOCC1 (stereo unspecified)	1%	1%	-2%	2%	3	?	6%	1%
Brc1ccc(-c2nnc3sc(CN4CCN(c5ccccc5)CC4)cn23)cc1	-18%	-3%	14%	13%	0	20	4%	2%
COc1ccc(N2CCN(Cc3nc4ccccc4n3C)CC2)cc1	-21%	1%	5%	·	-17	-21	-19%	10%
Cc1ccc(-c2cc(C(=O)Oc3ccccc3Cl)no2)cc1C	10%	·	·	21%	-14	·	-22%	·
CSc1ncc2c(=O)[nH]c(-c3ccccc3)nc2n1	-19%	-3%	1%	13%	-3	5	-12%	-2%
Cc1ccc(S(=O)(=O)N(C)C)cc1NC(=O)c1n[nH]c(=O)c2ccccc12	6%	-3%	6%	3%	1	8	4%	16%
CN(CC(=O)Nc1ccccc1Cl)CC(=O)c1c(N)n(Cc2ccccc2)c(=O)n(C)c1=O	-6%	-8%	6%	-4%	6	7	-2%	3%
Cc1c(-c2ccccc2Cl)nc2ccccc2c1C(=O)O	7%	-1%	6%	-32%	1	19	9%	4%
Cc1ccc(C(=O)Nc2c[nH]c(=O)[nH]c2=O)cc1	18%	1%	-3%	-19%	-2	6	15%	1%
COc1ccc(N2CCN(S(=O)(=O)CCNC(=O)/C=C/c3ccccc3)CC2)cc1	22%	-1%	15%	-6%	4	4	2%	2%
CN1CCN(Cc2nc(Cc3cccc(F)c3)no2)CC1c1ccccc1 (stereo unspecified)	14%	8%	3%	-8%	-4	14	4%	-3%
CCOc1ccc2c(c1)sc1nc(C(=O)OC)cc(=O)n12	2%	3%	-1%	-3%	-16	-17	12%	-2%
COc1cc(/C=C2\SC(=N)N(c3ccc4c(c3)OCO4)C2=O)cc(OC)c1O	13%	-1%	15%	3%	2	-15	2%	4%
CC(C)(C)C1CCN2CCCC(c3ccc([N+](=O)[O-])cc3)(C1)C21OCCO1 (stereo unspecified)	6%	-2%	-10%	2%	16	31	6%	2%

Brought forward from above: 3 compounds, followed by the next part.
SMILES	TDP-43 yeast inh	aSyn yeast inh	EPAC2 antag	FUS yeast rescue	DRD3 agonist	DRD3 antagonist	Abeta yeast res	EPAC2 ag
CCOc1ccc2c(c1)sc1nc(C(=O)OC)cc(=O)n12	2%	3%	-1%	-3%	-16	-17	12%	-2%
COc1cc(/C=C2\SC(=N)N(c3ccc4c(c3)OCO4)C2=O)cc(OC)c1O	13%	-1%	15%	3%	2	-15	2%	4%
CC(C)(C)C1CCN2CCCC(c3ccc([N+](=O)[O-])cc3)(C1)C21OCCO1 (stereo unspecified)	6%	-2%	-10%	2%	16	31	6%	2%
CSc1nc2ccc(NC(=O)c3c(-c4ccccc4)noc3C)cc2s1	-13%	-1%	-28%	5%	4	28	-11%	9%
O=S(=O)(Nc1ccc(-c2nc3cccnc3s2)cc1)c1ccccc1F	-3%	7%	16%	10%	6	2	6%	-5%
CCOC(=O)C1=C(C)Nc2ccccc2N=C1N	12%	3%	4%	-6%	-3	-5	1%	-4%
O=S1(=O)CCN2N=C(C34CC5CC(CC(C5)C3)C4)SC2=N1	27%	-3%	3%	11%	7	4	-17%	9%
Cc1cccc2sc(NC(=O)[C@H](C)N3C(=O)C4CC=CCC4C3=O)nc12 (stereo partly specified)	30%	-1%	-6%	20%	-2	-18	15%	9%
Cc1ccc(C2NC(c3ccc(C)cc3)C(C)C(=O)C2C)cc1 (stereo unspecified)	14%	6%	-16%	5%	4	24	19%	11%
CC(NC(=O)C1CCN(c2nnc(N3CCCC3=O)s2)CC1)c1ccccc1 (stereo unspecified)	-5%	-1%	-6%	-2%	-3	-12	2%	-2%
COc1ccccc1CNC(=O)CCCn1c(=O)c2ccccc2n(CC(=O)NC2CCCC2)c1=O	17%	5%	-1%	-20%	-4	-25	?	-12%
CCCC(C)NC(=O)c1sc2nc3n(c(=O)c2c1C)CCC3 (stereo unspecified)	8%	10%	13%	9%	0	16	-7%	-4%
CCc1ccc(OCC(=O)NNC(=O)c2cc3ccccc3o2)cc1	8%	1%	5%	18%	4	-2	4%	8%
Cc1[nH]c(=O)c(Cc2ccccc2)c(O)c1C#N	10%	0%	11%	8%	-2	-4	2%	17%
CCN(CC(=O)Nc1cc(Cl)ccc1C)CC(=O)NC1CC1	2%	-7%	9%	-3%	-2	-21	-5%	0%
C=CCNC(=O)CN(c1ccccc1OCC)S(=O)(=O)c1ccc(C)cc1	10%	6%	-4%	10%	1	-5	13%	-8%
Cc1cccc(NC(=O)C2CCC(CNS(=O)(=O)c3csc(C(N)=O)c3)CC2)c1C (stereo unspecified)	7%	·	·	12%	-5	·	-14%	·
COc1ccc(C(CC(=O)O)NS(=O)(=O)c2ccc(C)cc2)cc1 (stereo unspecified)	-4%	3%	-2%	21%	9	-11	0%	11%

Screening data as filed in PubChem.

The list is partial. The share of hits here may be higher or lower than overall.
